Screening data as filed in PubChem BioAssay.
H9c2 TAG inh: inhibitors of triacylglycerol accumulation | H9c2 cells, Nile Red lipid (TAG) fluorescence; cells loaded with 200 µM oleic acid | inhibition, % at 12.5 µM | AID 651582 | 0.66% of 230,000 active;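 active = pattern-corrected inhibition of lipid staining of at least 50% with the nuclear-stain viability signal not falling by more than 50%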;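 note: 0% = DMSO wells and 100% = triacsin C control wells; some results filed as inactive read as strong as hits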
H9c2 TAG inh DAPI viability: recorded beside H9c2 TAG inh, whose call it bears; DAPI nuclei signal change (viability), lower = more cytotoxic, %;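 whole-well DAPI fluorescence read on a plate reader as a viability signal; minus 50 percent equals half of cells still viable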
Active calls of the source: *; i = inactive. An excerpt (hit frequency here may not be typical).

Values in the order – H9c2 TAG inh, H9c2 TAG inh DAPI viability
- CC1(C)CCC[C@]2(C)C(CS(=O)c3ccccc3)=C(C=O)CC[C@@H]12 (stereo partly specified)
    4, -13
- COc1ccc2nc(SCC(=O)N(C)C3CCCCC3)c(C#N)cc2c1
    -2, 1
- CCc1cc(=O)oc2c(C)c(O)c(CN3CCCCC3)cc12
    -4, i
- Cc1n[nH]c(=O)n(N=Cc2cccs2)c1=O
    14, -6
- CC(=O)Nc1cc(F)c2c(c1F)Cc1cc(F)ccc1-2
    -5, -1
- CCOc1ccc(NC(=O)CN(C)C(=O)c2ccccc2-n2cnnn2)cc1OCC
    18, -4
- CCOc1ccc(N(CC(=O)N2CCc3ccccc32)S(=O)(=O)c2c(C)noc2C)cc1
    0, -9
- Cc1ccc(NC2=C(Cl)C(=O)OC2OC(=O)c2ccco2)cc1C (stereo unspecified)
    4, 7
- O=C(NCc1ccc2c(c1)CCO2)Nc1cccc(C(F)(F)F)c1
    -47, 1
- CCOC(=O)c1cn2nc(Oc3ccccc3)ccc2n1
    6, -4
- CCCCn1c(=O)n(C)c(=O)c2c3c(sc21)COC(C)(C)C3
    17, -9
- Nc1nonc1C(=O)N/N=C/c1ccncc1
    5, -4
- CCOC(=O)c1csc(NC(=O)c2ccccc2)n1
    4, -5
- CCN(C[C@H]1N[C@@](C)(C(=O)OC)[C@H]2C(=O)N(C)C(=O)[C@@H]12)C(=O)Nc1ccc(C)cc1
    8, -9
- O=C(O)/C=C/C(=O)N(Cc1ccc2c(c1)OCO2)C1CC(=O)N(CCc2ccccc2)C1=O (stereo unspecified)
    -2, -4
- CC(C)(C)c1cc(C(=O)NN)n(Cc2ccc(F)cc2)n1
    -6, 3
- O=C(N=Nc1c(O)[nH]c2ccccc12)Nc1ccccc1
    6, 8
- Cc1ccc(-c2cnc(C(O)c3cc(F)cc(Cl)c3)[nH]2)cc1 (stereo unspecified)
    -2, 2
- COC(=O)c1ccccc1S(=O)(=O)NC(=O)c1ccccc1
    -13, -3
- CC(NC(=O)Cc1ccc(S(=O)(=O)N2CCOCC2)s1)c1ccc(Cl)c(Cl)c1 (stereo unspecified)
    5, -4
- COc1ccc(C(O)c2nc(-c3ccc(F)c(Cl)c3)cs2)cc1 (stereo unspecified)
    -28, -6
- COc1ccc(C)cc1NC(=O)CSc1ccc(-c2cccnc2)nn1
    -11, 17
- CCCCCC(=O)Nc1ccc(N2CCOCC2)c(S(=O)(=O)Nc2ccc(OC)cc2)c1
    0, 1
- Cc1ccc(NS(=O)(=O)c2ccc(NC(=O)c3ccccc3C(=O)O)cc2)c(C)c1
    10, 7
- c1cc(-c2ccoc2)n2ccnc2c1
    -1, -6
- O=C(O)CSC(C(=O)Nc1ccc(Br)cc1)c1ccccc1 (stereo unspecified)
    1, 1
- Cc1ccc(-c2c[n+](CC(=O)Nc3nc(-c4ccccc4)cs3)c3n2CCC3)cc1
    -9, 16
- COc1ccc(NC(=O)C2=CC(c3ccc(OC)cc3)=NS(=O)(=O)N2C)cc1
    -6, -3
- Cn1c(Cn2c(=O)sc3ccccc32)nnc1SCC(=O)NCCc1ccccc1
    7, -6
- Cc1cccc(Cn2c(SCCO)nc3c2c(=O)n(C)c(=O)n3C)c1
    -1, -1
- O=C(c1ccc(O)cc1)c1ccc(O)cc1O
    4, -7
- COc1ccccc1-c1noc2ncnc(Nc3ccccc3C)c12
    9, 11
- COc1cccc(C(=O)OCC(=O)NCC2CCCO2)c1 (stereo unspecified)
    -7, 2
- O=C(c1ccc(Cl)cc1)N1CCN(C(=O)c2ccco2)CC1
    2, 3
- COc1ccc(-c2c[n+]3c(n2-c2c(C)n(C)n(-c4ccccc4)c2=O)CCCCC3)cc1
    2, -2
- Cn1c(N)c(C(=O)COC(=O)c2ccc([N+](=O)[O-])o2)c(=O)n(C)c1=O
    88*, -47*
- CCN(CC)C(=O)C1=C(C)N(CCCN2CCCC2=O)C(=O)C(CC(=O)NCCCCc2ccccc2)C1 (stereo unspecified)
    18, 6
- COc1cccc(-n2cnc3sc(C)cc3c2=O)c1
    2, -2
- Cc1cc(OCC(=O)Nc2cc(S(=O)(=O)N3CCOCC3)ccc2N2CCCC2)ccc1C(C)C
    21, -2
- COc1ccc(O)c(-c2cc(C(F)(F)C(F)F)nc(-c3ccccc3)n2)c1
    18, 9
- CCC(C)(C)c1ccc(Oc2ccc(N)cc2)cc1
    69*, -38*
- Cn1nnnc1SCC(=O)N1CCN(c2cccc(Cl)c2)CC1
    -3, 5
- Cc1ccc(C(=O)CN(CCCC(N)=O)C(=O)c2ccncc2)cc1
    18, 7
- C=C(C)Cn1c(CCNC(=O)CCC)nc2ccccc21
    -4, 7
- COc1ccccc1OCc1ccc(C(=O)NN)o1
    -4, 1
- COc1cc(CC(=O)N2CCN(S(=O)(=O)c3ccc(C(C)C)cc3)CC2)cc(OC)c1OC
    13, -3
- CC(C)C(NS(=O)(=O)c1cccc2nsnc12)C(=O)Nc1nccs1 (stereo unspecified)
    4, -7
- C[C@@H]1CN([C@@H](C)CO)C(=O)CCCn2nncc2CO[C@@H]1CN(C)C(=O)c1cc(-c2ccccc2)on1
    -11, -1
- Cc1cccc2cc(C#N)c(SCC(=O)N3CC(=O)Nc4ccccc43)nc12
    44, -14
- CCc1nc2cc(NC(=O)C3(C)CCCN(C(C)C)C3)ccc2o1 (stereo unspecified)
    10, -11
- c1ccc(CCc2nc(-c3ccncc3)no2)cc1
    6, -13
- COc1ccc(NC(=O)c2cc(S(=O)(=O)N3CCCC3)c[nH]2)cc1
    -12, -8
- COc1cc2c(cc1OC)CN(C(=O)c1ccc(OC)c(S(=O)(=O)N3CCOCC3)c1)CC2
    -7, 3
- CC(NC(=O)c1cc(COc2ccc(-n3cncn3)cc2)on1)c1ccc(F)cc1 (stereo unspecified)
    9, 1
- COCCNC(=S)NNc1cccc(C(=O)O)c1
    8, -4
- CCc1ccc(NC(=O)CSc2nc(=O)n(CCN(C)C)c3c2CCCC3)cc1
    14, 13
- CC1(C(=O)O)CCC(C(=O)N2CCCCC2)C1(C)C (stereo unspecified)
    0, 0
- Clc1ccc(Nc2ncnc3c2nnn3Cc2ccccc2)cc1
    -33, 5
- CCOC(=O)c1c(NC(=O)CCl)sc(C(=O)N(CC)CC)c1C
    11, -14
- Cc1ccc(N(CCC(=O)NC(C)(C)C)S(=O)(=O)c2ccc(C)cc2)cc1
    -11, -8

CCCCN1C(N)=NC[C@@H]1CC1CCCCC1
  H9c2 TAG inh: 1; H9c2 TAG inh DAPI viability: 4
CC[C@@H](C)C(NC(=O)OC(C)(C)C)c1cn([C@@H](CCCCNC(=O)OC(C)(C)C)C(=O)N2CCN(C(=O)OC(C)(C)C)CC2)nn1 (stereo partly specified)
  H9c2 TAG inh: 39; H9c2 TAG inh DAPI viability: -10
CC1(C)Cc2c(cnn2-c2ccccc2)C(NC(=O)c2ccc[n+]([O-])c2)C1 (stereo unspecified)
  H9c2 TAG inh: 3; H9c2 TAG inh DAPI viability: 5
CC(=O)c1ccc(NC(=S)NC(=O)CC(C)C)cc1
  H9c2 TAG inh: 20; H9c2 TAG inh DAPI viability: 1
Cc1cccc(NC(=O)CSc2cccc[n+]2[O-])c1C
  H9c2 TAG inh: -6; H9c2 TAG inh DAPI viability: 4
CCNC(=O)n1cc(-n2cncn2)c(-c2ccc(Cl)cc2)n1
  H9c2 TAG inh: -2; H9c2 TAG inh DAPI viability: 7
CN1OC[C@@H]2CN[C@H](c3cccc(Oc4ccccc4)c3)C[C@@H]21
  H9c2 TAG inh: 8; H9c2 TAG inh DAPI viability: 1
O=C(Nc1c2c(nn1-c1ccccc1)CS(=O)C2)c1ccc(S(=O)(=O)N2CCOCC2)cc1 (stereo unspecified)
  H9c2 TAG inh: -13; H9c2 TAG inh DAPI viability: 0
COc1ccc(C)cc1NC(=O)c1cc(-c2ccccc2)nc2c1cnn2C(C)C
  H9c2 TAG inh: 4; H9c2 TAG inh DAPI viability: 12
COC(=O)c1[nH]c2ccc(C)cc2c1NC(=O)CN1CCc2cc(OC)c(OC)cc2C1
  H9c2 TAG inh: -71; H9c2 TAG inh DAPI viability: 8

O=C1C=C(/C=C/c2ccccc2)C[C@@H](c2ccc(F)cc2)C1
  H9c2 TAG inh: -19; H9c2 TAG inh DAPI viability: 6
C=CC(=O)Nc1cccc(Oc2cc(Cl)nc3[nH]ccc23)c1
  H9c2 TAG inh: 3; H9c2 TAG inh DAPI viability: -2
O=C(CSc1nncs1)N1CCN(C(=O)c2ccco2)CC1
  H9c2 TAG inh: 10; H9c2 TAG inh DAPI viability: -5
Fc1ccc(Cn2nnnc2C(c2cccs2)N2CCN(C3CCCCC3)CC2)cc1 (stereo unspecified)
  H9c2 TAG inh: 0; H9c2 TAG inh DAPI viability: 18
CC(NC(N)=O)C(=O)OCc1ccc(Cl)cc1Cl (stereo unspecified)
  H9c2 TAG inh: -11; H9c2 TAG inh DAPI viability: -2
COC(=O)c1cccc2c1NC(=O)C2=O
  H9c2 TAG inh: 14; H9c2 TAG inh DAPI viability: -11
NC(=O)c1ccc(N2CCN(c3ccccc3F)CC2)c([N+](=O)[O-])c1
  H9c2 TAG inh: -13; H9c2 TAG inh DAPI viability: 1
Nc1ccc(Nc2ccncc2)cc1
  H9c2 TAG inh: -17; H9c2 TAG inh DAPI viability: -3
COc1ccc(NC(=O)CSc2nncc3ccccc23)cc1
  H9c2 TAG inh: 10; H9c2 TAG inh DAPI viability: -8
COc1ccc(CN2CCN(C(=O)CN3C(=O)C4C5C=CC(C5)C4C3=O)CC2)c(OC)c1OC (stereo unspecified)
  H9c2 TAG inh: -11; H9c2 TAG inh DAPI viability: 3

O=C(CNC(=O)c1ccc(Oc2ccccc2)cc1)OC1CCCCC1=O (stereo unspecified)
  H9c2 TAG inh: 0; H9c2 TAG inh DAPI viability: -5
CC(C)C(C(=O)OCC(=O)c1ccc2c(c1)NC(=O)CO2)N1C(=O)c2ccccc2C1=O (stereo unspecified)
  H9c2 TAG inh: -2; H9c2 TAG inh DAPI viability: 10
CCOC(=O)c1ccc(NC(=O)C(=O)NCc2ccccn2)cc1
  H9c2 TAG inh: 0; H9c2 TAG inh DAPI viability: -10
Cc1cccc(NC(=O)CSc2n[nH]c(-c3ccncc3)n2)c1
  H9c2 TAG inh: 2; H9c2 TAG inh DAPI viability: 1
Cc1c(NC(=O)C(C)OC(=O)c2ccccc2O)c(=O)n(-c2ccccc2)n1C (stereo unspecified)
  H9c2 TAG inh: 0; H9c2 TAG inh DAPI viability: -7
Cc1ccc(C(=O)N/N=C\c2ccc(-c3ccc([N+](=O)[O-])cc3)o2)cn1
  H9c2 TAG inh: 1; H9c2 TAG inh DAPI viability: 0
Cc1ccccc1C(=O)N1CCC(C(=O)Nc2sccc2C(N)=O)CC1
  H9c2 TAG inh: -9; H9c2 TAG inh DAPI viability: 5
O=C(COc1ccccc1)NS(=O)(=O)c1ccc(Cl)cc1
  H9c2 TAG inh: -12; H9c2 TAG inh DAPI viability: -1
COc1cc(OC)c(C(=O)NCC(c2cccs2)N(C)C)cc1OC (stereo unspecified)
  H9c2 TAG inh: 10; H9c2 TAG inh DAPI viability: -11
CCc1nc2ccc(C(=O)N(C)CCCN(C)C)cn2c1N(CC)CCOC
  H9c2 TAG inh: -2; H9c2 TAG inh DAPI viability: -2

Cc1ccc(CNC(=O)c2cc(-c3ccccc3)n(Cc3cc(C)no3)n2)cc1
  H9c2 TAG inh: 11; H9c2 TAG inh DAPI viability: 0
CCOC(=O)C1CCN(CCC(=O)Nc2cc(C)ccc2C)CC1
  H9c2 TAG inh: -2; H9c2 TAG inh DAPI viability: -5
CCOC(=O)N1CCN(c2ccc(C(C)=O)cc2F)CC1
  H9c2 TAG inh: -12; H9c2 TAG inh DAPI viability: -3
CCOC(=O)c1csc(NC(=O)CSc2nnnn2-c2cccc(OC)c2)n1
  H9c2 TAG inh: -10; H9c2 TAG inh DAPI viability: 7
